Bioassay records from PubChem.
SW480 rereplic = A quantitative high throughput screen for small molecules that induce DNA re-replication in SW480 colon adenocarcinoma cells. SW480 DNA re-replication, Hoechst DNA content imaging, 48 h. Potency, µM (titrated, usually from 46.1 µM), without a hit: top-dose re-replication activation, hits mostly activators. AID 624297, 2012. 340,000 compounds, 1.8% hits; also: potency is read from the fitted curve at half-maximal effect; % of control where 0% means no effect; nearly all actives have a fitted effect of over 55% in size
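Treated cells incubate 48 hr (37 C, 5% CO2), are stained 40 min with Hoechst, and nuclear fluorescence is enumerated; a rise in nuclei with high DNA signal marks re-replication.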
ATXN2 expr inh = Primary qHTS for Inhibitors of ATXN expression. HEK-293 ATXN2-luciferase reporter, luminescence, 24 h. Potency, µM (titrated, usually from 57 µM), without a hit: at the highest dose activity change, negative = inhibition, usual class: inhibitors. 360,000 compounds, 0.72% hits. AID 1745845, 2022; also: potency is read from the fitted curve at half-maximal effect; % is scaled to controls: 0 for no effect and ±100 for the full control effect; nearly all actives have a fitted effect of over 55% in size
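qHTS (up to 57 uM final) was run with 24 h compound exposure of reporter cells at 37 °C. Each well was multiplexed: SteadyGlo luminescence measured ATXN2-luciferase expression after a fluorogenic Gly-Phe-AFC viability readout (25 uM final).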
IL-1B inflam inh = qHTS for Inhibitors of Inflammasome Signaling: IL-1-beta AlphaLISA Primary Screen. THP-1 LPS/ATP IL-1B secretion, AlphaLISA, 16 h; stronger effect = lower value. 360,000 compounds, 4.7% hits. activity change, % at 57.5 µM. AID 743279, 2014; in the data active = activity change below about -50%; inconclusive = mostly about -30% to -49%; also: % is scaled to controls: 0 for no effect and ±100 for the full control effect
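THP-1 cells pretreated 1 hr with compounds (up to 57.5 uM final), then stimulated with LPS (250 ng/mL final) plus ATP (1.25 mM final); secreted IL-1B measured by AlphaLISA after 16 hr, decreased signal indicating inhibition.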
HT1080 IDH1KD tx = qHTS for induction of synthetic lethality in tumor cells producing 2HG: qHTS for the HT-1080-IDH1KD cell line | HT-1080 IDH1 knockdown viability, ATP luminescence, 48 h | Potency, µM (highest dose often 46.1 µM), without a hit: top-dose activity, negative = toxicity, most hits filed as cytotoxic | 360,000 compounds, 2% hits | AID 686971, 2013;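 also: potency is read from the fitted curve at half-maximal effect; 0% = DMSO wells and -100% = cell-free medium wells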
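Assay cells: HT-1080 with IDH1 knockdown, 750 per well, RPMI/5% FBS. Exposure: 48 h at 37 °C following 2 h pre-incubation. Read: CellTiter-Glo luminescence; fitted concentration-response, curve class assigned.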
ATXN viability = Viability Counterscreen for Primary qHTS for Inhibitors of ATXN expression | S2 cells (HEK-293 line with an ATXN2-luciferase reporter) viability, CellTiter-Fluor protease fluorescence, 24 h | Potency, µM (series often up to 56.7 µM), most hits filed as cytotoxic | 400,000 compounds, 0.49% hits | AID 651635, 2014; also: potency is read from the fitted curve at half-maximal effect; nearly all actives have a fitted effect of over 40% in size
KB-3-1 cytotox = qHTS assay for MDR1-selective chemotherapeutics: Primary screen using the parental adenocarcinoma cell KB-3-1. 400,000 compounds, 1.4% hits. KB-3-1 viability, CellTiter-Glo ATP luminescence, 72 h. Potency, µM (series often up to 46.1 µM), for the others: at the highest dose activity change, negative = cytotoxic, actives largely listed as cytotoxic. AID 1347075, 2019; also: potency is read from the fitted curve at half-maximal effect; % is scaled to controls: 0 for no effect and ±100 for the full control effect; nearly all actives have a fitted effect of over 60% in size
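Cytotoxicity measured as CellTiter-Glo luminescence after 72 h at 37 C. Compound titrations were pinned onto drug-naive KB-3-1 parental adenocarcinoma cells grown in DMEM with 10% FBS, and normalized data fitted to concentration-response curves.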
HT1080-NT tox = qHTS for induction of synthetic lethality in tumor cells producing 2HG: qHTS for the HT-1080-NT fibrosarcoma cell line; HT-1080-NT fibrosarcoma viability, CellTiter-Glo ATP luminescence, 48 h; Potency, µM (doses to about 46.1 µM), for the others: at the highest dose activity, negative = less viability, most hits filed as cytotoxic; 360,000 compounds, 1.6% hits; AID 686970, 2013;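 also: NT is the 2HG producing partner of a matched IDH1 knockdown line; potency is read from the fitted curve at half-maximal effect; 0% = DMSO-treated cells and -100% = media-only wells without cells; nearly all actives have a fitted effect of over 55% in size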
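Viability of the 2HG-overproducing fibrosarcoma line after 48 hours of compound exposure at 37 degrees C was determined by luminescence with CellTiter-Glo, and concentration-effect curves were then fitted and categorized.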
MCF10A rerep = A quantitative high throughput screen for small molecules that induce DNA re-replication in MCF 10a normal breast cells; MCF 10A DNA re-replication, Hoechst nuclear intensity, 48 h; Potency, µM (highest dose often 46.1 µM), for the others: at the highest dose activity, positive = re-replication, hits mostly activators; 350,000 compounds, 2.9% hits; AID 624296, 2012; also: potency is read from the fitted curve at half-maximal effect; % of control where 0% means no effect; nearly all actives have a fitted effect of over 50% in size
KB-V1 MDR tox = qHTS assay for MDR1-selective chemotherapeutics: Primary screen using the drug-selected MDR subline cells KB-V1; KB-V1 MDR cells viability, CellTiter-Glo, 72 h; Potency, µM (doses to about 46.1 µM), without a hit: top-dose activity change, negative = cytotoxicity, usual class: cytotoxic; AID 1347076, 2019; 400,000 compounds, 3.4% hits; also: potency is read from the fitted curve at half-maximal effect; % is scaled to controls: 0 for no effect and ±100 for the full control effect; nearly all actives have a fitted effect of over 60% in size
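Following 72 h at 37 degrees C with compound, KB-V1 cell viability was read by CellTiter-Glo luminescence, medium being phenol-red-free DMEM plus 10% FBS; concentration-response parameters came from normalized, curve-fitted qHTS data.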
* = called active by the depositor; i = inactive; ? = inconclusive; nt = not tested or not shown; & = joins results of further samples; [ ] = remark or other dose. Unless noted, calls follow the shape of the dose curve; as a rule, active = well fitted curve in the direction sought with a large enough effect; inconclusive = small, poorly fitted or top-dose-only effect, or another doubt; inactive = no such curve, though single readings can be large; an effect the other way counts as inactive or inconclusive. The order is random; about 11% have a hit in one of these screens.

SMILES	SW480 rereplic	ATXN2 expr inh	IL-1B inflam inh	HT1080 IDH1KD tx	ATXN viability	KB-3-1 cytotox	HT1080-NT tox	MCF10A rerep	KB-V1 MDR tox
Cc1ccc(C)c(CSc2nnc(-c3cccs3)n2Cc2ccco2)c1	?	-28%	-8	?	i	-32%	?	21µM*	18µM*
COc1ccc(C(C(=O)NC2CCCC2)N(Cc2ccccc2)C(=O)CNC(=O)c2ccco2)cc1 (stereo unspecified)	8%	0%	9	0%	i	-6%	-2%	-2%	-7%
Cc1ccc(S(=O)(=O)N2CCC(NC(=O)c3cccnc3)CC2)cc1Cl	-11%	2%	-4	-4%	i	4%	1%	3%	3%
O=C(NNc1c2ccccc2nc2ccccc12)c1cccc(O)c1	-8%	-13%	-80*	0%	i	?	-10%	23%	-22%
COCCCNC(=O)Cn1c(=O)n(Cc2ccc(C(=O)NCc3ccc(C)cc3)cc2)c(=O)c2ccccc21	nt	2%	nt	nt	i	0%	nt	nt	0%
O=C1c2ccccc2C(=O)N1c1ncn[nH]1	5%	-3%	-8	0%	i	15%	6%	-3%	15%
COC(=O)c1ccc(S(=O)(=O)NCc2ccc(OC)cc2)n1C	-4%	-19%	12	7%	i	-6%	14%	-1%	6%
O=C(c1cnc2sccn2c1=O)N(Cc1ccccc1)c1ccccn1	-7%	-7%	25	1%	i	-1%	17%	-1%	-1%
COc1ccc(OCC(=O)Nc2ccc(NC(=O)c3cccs3)cc2)cc1	1%	-14%	-6	2%	i	-3%	5%	?	-6%
COc1cc(Cl)c(C)cc1NC(=O)COC(=O)c1cc[n+]([O-])cc1	-3%	-4%	24	24%	i	10%	14%	-5%	4%
Cc1ccc(C2CN(c3ccccc3)CC2C(=O)c2ccc(F)cc2)cc1 (stereo unspecified)	?	-5%	-13	-10%	i	?	-7%	-32%[inhibitor]	?
CCc1nc2ccc(C(=O)Nc3cc(-c4ccccc4)ccc3OC)cn2c1N(C)Cc1ccc(Cl)cc1	nt	?	?	?	i	-7%	?	nt	0%
CC(=O)NC1CC2CCCC(C1)N2C(=O)Nc1c(C)cccc1C (stereo unspecified)	nt	nt	-15	5%	i	17%	-1%	nt	-3%
CC(NC(=O)CN(C)CC(=O)Nc1ccc(F)c(F)c1F)c1ccccc1 (stereo unspecified)	-10%	3%	21	-1%	i	-5%	6%	-11%	-4%
Cc1cc(N)n(-c2ccc(Oc3ccccc3)c(S(=O)(=O)O)c2)n1	9%	12%	13	12%	i	28%	11%	-3%	15%

The final 4 compounds of the section before lead into the next.
SMILES	SW480 rereplic	ATXN2 expr inh	IL-1B inflam inh	HT1080 IDH1KD tx	ATXN viability	KB-3-1 cytotox	HT1080-NT tox	MCF10A rerep	KB-V1 MDR tox
CCc1nc2ccc(C(=O)Nc3cc(-c4ccccc4)ccc3OC)cn2c1N(C)Cc1ccc(Cl)cc1	nt	?	?	?	i	-7%	?	nt	0%
CC(=O)NC1CC2CCCC(C1)N2C(=O)Nc1c(C)cccc1C (stereo unspecified)	nt	nt	-15	5%	i	17%	-1%	nt	-3%
CC(NC(=O)CN(C)CC(=O)Nc1ccc(F)c(F)c1F)c1ccccc1 (stereo unspecified)	-10%	3%	21	-1%	i	-5%	6%	-11%	-4%
Cc1cc(N)n(-c2ccc(Oc3ccccc3)c(S(=O)(=O)O)c2)n1	9%	12%	13	12%	i	28%	11%	-3%	15%
CCCCOc1ccc(-c2c(C#N)c(N)[nH]c(=S)c2C#N)cc1	-20%	nt	34	15%	?	1%	27%	1%	1%
COC(=O)Cc1ccc(N(Cc2ccccc2F)S(=O)(=O)c2ccc(Cl)cc2)cc1	-37%&4%[inhibitor]	-33%	0	-21%	i	10%	6%	0%&-7%	-3%
CCCCn1c(N)c(N(Cc2ccccc2OC)C(=O)COc2ccccc2OC)c(=O)[nH]c1=O	-1%	4%	2	5%	i	-1%	8%	-1%	30%
COc1ccc(-c2ccc(C(=O)Nc3ccc(NC(C)=O)cc3)c3occc23)c(C)c1	nt	-11%	35	-6%	i	0%	-3%	nt	-6%
O=C(O)CCc1ccc(-c2ccccc2)o1	11%	10%	13	5%	i	-2%	4%	?	8%
CC(C)Oc1ccc(F)cc1-c1cc(C(=O)NCc2cc(C(F)(F)F)cc(C(F)(F)F)c2)[nH]n1	nt	0%	?	?	?	?	?	nt	?
CC(=O)N1Cc2cc(C(=O)NCC(F)(F)F)nc(-c3cccc(-c4cc5ccccc5o4)c3)c2[C@H]1CCO	nt	1%	4	14%	i	?	3%	nt	?
CCOC(=O)CCCCCC(=O)Nc1ccc2c(c1)C(=O)N([C@@H](C)CO)C[C@H](C)[C@H](CN(C)S(=O)(=O)c1ccc(OC)cc1)OCCCC[C@H](C)O2	nt	-22%	30	11%	?	5%	12%	nt	16%
Cc1cc(C)c(C)c(S(=O)(=O)N2CCN(C(=O)CCC(=O)N3CCOCC3)CC2)c1C	-14%	nt	7	5%	i	2%	-3%	6%	7%
Cc1ccccc1C(=O)/C=C1\NC(=O)CS1	-2%	-2%	15	-7%	i	-5%	-10%	0%	16%
O=C(CCCCCNc1nc(=S)[nH]c2ccccc12)NCCc1ccc(Cl)cc1	17%	?	-1	-4%	i	10%	-10%	?	-10%
Cc1nnc(Sc2c(N)n(C)c(=O)[nH]c2=O)s1	2%	3%	33	-2%	i	-3%	1%	-4%	11%
O=C(c1sc2ccccc2c1Cl)N(Cc1ccccc1Cl)C1CCS(=O)(=O)C1 (stereo unspecified)	-2%	4%	-7	?	i	?	-6%	23%	8.2µM*
O=C(CN=C1NC(=O)C(c2ccccc2)(c2ccccc2)N1)NCc1ccc(F)cc1	?	-8%	-2	-6%	i	0%	-4%	8%	-10%
Cc1ccccc1Cn1c(C(=O)OC(C)C)cc2c1ccn2C	3%	-5%	-12	-13%	i	-3%	-5%	?	-14%
CN(C)CCCNC(=O)c1cc(C(=O)C2CCCCC2)c[nH]1	-24%	-7%[11.3 µM]	2	2%	i	-3%	21%	16%	-6%
CC1=C(C(=O)NCc2ccccc2)C(c2cc(Br)cc(Br)c2OC(C)C)NC(=O)N1 (stereo unspecified)	0%	-8%	-10	0%	i	-17%	-5%	0%	?
Cc1cc(Cl)c(S(=O)(=O)NC(C)C)cc1OCC(N)=O	-1%	-2%	5	18%	i	1%	14%	-2%	-10%
CCOc1ccccc1/C=C(/NC(=O)c1ccccc1)C(=O)N1CCCCC1	16%	5%	?	0%	?	6%	-2%	13%	?
CCc1ccccc1N(CC(=O)O)S(C)(=O)=O	-2%	3%	53	4%	?	12%	5%	2%	2%
Cc1ccc(Nc2c(-c3ccco3)nc3ccc(C)cn23)cc1	nt	14%	nt	nt	i	11%	nt	nt	2%
COc1ccc(S(=O)(=O)N2CCN(c3ccc(F)cc3)CC2)cc1C(=O)N1CCCC1	1%	-25%	-20	-3%	i	9%	2%	-2%	?
COc1ccc(OC)c(C2=NOC(C(=O)N3CCCc4ccccc43)C2)c1 (stereo unspecified)	-2%	24%	30	-1%	i	-8%	0%	?	16µM*
Oc1ccc2oc3c(c2c1C=NCc1ccncc1)CCCC3	16%	-19%	7	?	i	0%	?	?	0%
CCOc1ccc(NS(=O)(=O)c2ccc3c(c2)NC(=O)CCS3)cc1	nt	-19%	nt	nt	?	-21%	nt	nt	?
COc1cc(C2c3c(-c4ccccc4)n[nH]c3C(=O)N2c2ccccc2)ccc1O (stereo unspecified)	-4%	-6%	-23	-13%	i	16%	-11%	9%	-5%
CCN1C(=O)[C@H]2[C@@H](c3ccc(C)cc3)N3C(=O)N(c4cccc(Br)c4)C(=O)[C@@]3(C)[C@H]2C1=O	2%	20%	26	-10%	i	10%	0%	4%	-2%
CN(C)Cc1cnc2ccc(Cl)cn12	-4%	5%	-7	2%	i	1%	4%	1%	0%
Cc1noc(C)c1CSc1nnc(-c2ccccc2)n1N	0%	-5%	-5	12%	i	9%	11%	6%	-11%
COc1ccccc1N1CCN(C(=O)Nc2cn(CC(C)C)c(=O)c3ccccc23)CC1	nt	2%	nt	nt	i	8%	nt	nt	16%
CCCCn1c(=O)[nH]c(=O)c2c1nc(-c1ccc(OC)c(Br)c1)n2CC(C)C	?	?	?	23µM*	?	?	29µM*	?	?
Cc1cc2nc(-c3cc(N4CCOCC4)ccc3[N+](=O)[O-])ccn2n1	-2%	-13%	-19	16%	i	-8%	17%	-5%	-17%
Cc1ccc(S(=O)(=O)NCC(=O)OC2CCOC2=O)cc1 (stereo unspecified)	-3%	2%	14	19%	i	8%	17%	-2%	?
C/C(Nc1ccccc1)=C(/C#N)C(N)=O	-4%	3%	9	20%	i	0%	8%	-20%	4%
CCOC(=O)c1ccc(NC(=O)CCC(CC)C(=O)O)cc1 (stereo unspecified)	-2%	6%	6	5%	i	-4%	6%	9%	13%
COc1ccc(-c2cn3cccc(C)c3n2)cc1F	12%	19%[11.3 µM]	10	5%	i	0%	-5%	-1%	?
Cc1cccc(OCCCC(=O)NNC(=O)c2cccc(N(C)C)c2)c1	-4%	21%	-4	9%	i	nt	0%	0%	nt
O=C(NCc1cccnc1)C12CC3CC(CC(C3)C1)C2	1%	4%	-4	-6%	i	7%	-10%	2%	9%
COc1ccc2c(c1)c(=O)oc1cc(OCC(=O)NC3CC3)ccc12	-8%	-21%	-23	18%	i	-4%	4%	-2%	1%
